# WRN helicase inh = qHTS for Inhibitors of WRN Helicase; Bifunctional 3'-5' exonuclease/ATP-dependent helicase WRN (Homo sapiens), Q14191; WRN helicase unwinding, fluorescent forked duplex, kinetic; Potency, µM (series often up to 114 µM), inactives show at the highest dose activity change, negative = inhibition, hits mostly inhibitors; hit rate 0.46% among 360,000; note: potency is the fitted concentration of half-maximal effect; % is set by controls: 0 for no effect and ±100 for the full control effect; nearly all actives have a fitted effect of over 55% in size
#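 Enzyme (20 nM final) and test compound sit together 15 min at room temperature before substrate addition. Substrate is a single-forked duplex oligonucleotide (100 nM) labelled with fluorophore and quencher, with 2 mM ATP; helicase unwinding raises red fluorescence, read kinetically.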
# PLK1 PBD block = qHTS for Inhibitors of PLK1-PDB (polo-like kinase 1 - polo-box domain): Primary Screen; Plk1 PBD binding of FITC phosphopeptide, fluorescence polarization; Serine/threonine-protein kinase PLK1 (Homo sapiens), P53350; Potency, µM, without a hit: max response, negative = inhibition, hits mostly inhibitors; AID 720504, 2013; hit rate 2.8% among 360,000; note: potency is the fitted concentration of half-maximal effect; series mostly up to about 57 µM; % is set by controls: 0 for no effect and ±100 for the full control effect; nearly all actives have a fitted effect of over 65% in size
# Target sequence (P53350 whole entry, looked up, the tested form may be a part): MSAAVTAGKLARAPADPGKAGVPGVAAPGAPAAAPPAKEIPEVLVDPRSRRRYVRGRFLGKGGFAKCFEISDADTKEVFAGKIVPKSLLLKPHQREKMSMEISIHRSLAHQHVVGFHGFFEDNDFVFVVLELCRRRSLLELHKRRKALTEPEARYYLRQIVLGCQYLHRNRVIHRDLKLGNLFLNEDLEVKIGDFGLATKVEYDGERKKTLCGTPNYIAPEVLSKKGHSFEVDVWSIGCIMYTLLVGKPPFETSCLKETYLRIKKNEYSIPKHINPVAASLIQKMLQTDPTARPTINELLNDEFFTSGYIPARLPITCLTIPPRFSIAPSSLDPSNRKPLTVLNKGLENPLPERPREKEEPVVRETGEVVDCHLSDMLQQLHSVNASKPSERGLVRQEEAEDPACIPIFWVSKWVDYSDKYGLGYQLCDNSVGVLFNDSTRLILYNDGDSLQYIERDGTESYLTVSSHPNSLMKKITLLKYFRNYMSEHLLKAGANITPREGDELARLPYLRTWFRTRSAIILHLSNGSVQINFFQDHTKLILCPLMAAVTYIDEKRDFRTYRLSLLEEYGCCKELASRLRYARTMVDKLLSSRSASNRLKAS
# Abeta rescue = qHTS for compounds that reverse cellular toxicity of Amyloid beta (A-beta) peptide in yeast: Primary Screen; yeast expressing A-beta42, growth rescue, OD600, 48 h; response scale: 0% DMSO, 100% iron-clioquinol control; Potency, µM (top dose mostly 46.1 µM), without a hit: at the highest dose growth rescue, hits mostly activators; hit rate 0.063% among 410,000; note: potency is the fitted concentration of half-maximal effect; nearly all actives have a fitted effect of over 55% in size
#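 Growth rescue measured by 600 nm absorbance after 48 h yeast culture at 30 C with compound. Values normalized between DMSO and an equimolar ferric chloride plus clioquinol control.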
# aSyn yeast inh = qHTS of alpha-syn Inhibitors; Yeast expressing alpha-synuclein, growth rescue, BacTiter-Glo, 24 h; Potency, µM (titrated, usually from 46.1 µM), for the others: top-dose growth rescue (activation), most hits filed as activators; hit rate 0.14% among 370,000; note: potency is the fitted concentration of half-maximal effect; % of control where 0% means no effect; nearly all actives have a fitted effect of over 65% in size
#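 Galactose-induced alpha-syn yeast (OD600=0.02, raffinose-pregrown) + pinned cpd, 24 hr, 30 deg C; growth by BacTiter-Glo luminescence. Growth restoration scores as activation.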
# EPAC1 antag = qHTS for Antagonist of cAMP-regulated guanine nucleotide exchange factor 3 (EPAC1): primary screen. Potency, µM (titrated, usually from 115 µM), without a hit: at the highest dose activity change, negative = inhibition, hits mostly inhibitors. Rap guanine nucleotide exchange factor 3 (Homo sapiens), O95398. EPAC1 GEF assay, Rap1b-BODIPY-GDP exchange fluorescence. hit rate 0.14% among 360,000. AID 720709, 2013;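 note: potency is the fitted concentration of half-maximal effect; plate controls were vehicle for no effect and positive control for full effect; nearly all actives have a fitted effect of over 50% in size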
# EPAC1 ag = qHTS for Agonist of cAMP-regulated guanine nucleotide exchange factor 3 (EPAC1): primary screen | EPAC1 agonist qHTS, biochemical assay; response scale: 100% = response to 6.5 mM cAMP | Potency, µM (titrated, usually from 154 µM), without a hit: at the highest dose activation, usual class: activators | hit rate 0.073% among 360,000 | AID 720707, 2013; note: potency is the fitted concentration of half-maximal effect; nearly all actives have a fitted effect of over 60% in size
#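 Nucleotide exchange by EPAC1 (100 nM) on Rap1B–BODIPY-GDP (250 nM) in the presence of 50 uM GDP is tracked fluorescently at 480/540 nm over 30 min. Signals are normalized to a 6.5 mM cAMP control.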
# FUS suppressor = qHTS for Suppressors of FUS Proteinopathy: Primary screen using FUS-linked yeast assay. Potency, µM (titrated, usually from 76.6 µM), without a hit: top-dose growth rescue (activation), actives largely listed as activators. S. cerevisiae FUS-expressing, growth rescue, OD600, 24 h. hit rate 0.24% among 390,000;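 note: potency is the fitted concentration of half-maximal effect; plate controls were DMSO vehicle for no effect and reference control for full effect; nearly all actives have a fitted effect of over 55% in size; some results filed as inactive show a strong effect at the top dose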
#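 Quantitative HTS measuring growth restoration of FUS-toxic yeast. Galactose-induced cells (OD 0.005) were exposed 24hr at 30C to compounds at several concentrations, then absorbance at 600 nm was recorded.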
# PI5P4K alpha inh = qHTS for Inhibitors of phosphatidylinositol 5-phosphate 4-kinase (PI5P4K). PI5P4Kalpha enzyme, ADP-Glo luminescence, 60 min; active compounds read low. max response, %. hit rate 1.2% among 330,000; active = max response of -50% or lower; inconclusive = between -30% and -50%; inactive = -30% or higher; note: value at the top dose of about 77 µM; % is set by controls: 0 for no effect and ±100 for the full control effect
# Target sequence (P48426 whole entry, looked up): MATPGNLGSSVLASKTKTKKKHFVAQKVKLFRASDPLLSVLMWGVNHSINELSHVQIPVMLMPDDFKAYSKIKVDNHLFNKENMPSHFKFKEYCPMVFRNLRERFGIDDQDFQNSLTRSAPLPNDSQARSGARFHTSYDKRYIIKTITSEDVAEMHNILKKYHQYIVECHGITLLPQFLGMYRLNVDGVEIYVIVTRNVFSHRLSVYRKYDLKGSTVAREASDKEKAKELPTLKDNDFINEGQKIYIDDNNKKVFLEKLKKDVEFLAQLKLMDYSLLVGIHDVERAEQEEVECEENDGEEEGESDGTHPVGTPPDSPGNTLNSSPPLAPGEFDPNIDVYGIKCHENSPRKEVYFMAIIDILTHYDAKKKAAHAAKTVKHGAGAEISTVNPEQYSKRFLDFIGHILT
#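 qHTS, 1536-well: enzyme/substrate mix, compound by pin tool, 5 microM ATP final; RT 60 min; ADP-Glo reagents 1 (45 min) then 2 (30 min); luminescence.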
# IL2 activator = qHTS of IL-2 Activators; activation, % (series mostly up to about 46 µM); IL-2 activation reporter assay, cell-based qHTS; stimulated with anti-CD3/CD4/CD28 beads; in transgenic mouse T cells; AID 652025, 2013; hit rate 0.065% among 360,000; in the data active = activation above about 50%; inconclusive = mostly about 30% to 49%; note: 0% is about no effect
#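 Unstimulated transgenic mouse T cells; 60-min compound exposure; bead-based TCR/CD4/CD28 stimulation; 18 h culture, 37 degrees C; dual fluorescence (EGFP, DsRed) plate cytometry.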
# Numbers without * were called inactive; ? = inconclusive; · = no result given; & = joins results of further samples; [ ] = another dose, or the depositor's remark. Unless noted, calls come from the whole dose curve; as a rule, active = well fitted curve in the direction sought with a large enough effect; inconclusive = small, poorly fitted or top-dose-only effect, or another doubt; inactive = no such curve, though single readings can be large; an effect the other way counts as inactive or inconclusive.
SMILES,WRN helicase inh,PLK1 PBD block,Abeta rescue,aSyn yeast inh,EPAC1 antag,EPAC1 ag,FUS suppressor,PI5P4K alpha inh,IL2 activator
O=C(Nc1ccccc1Cl)c1ccc2nc(N3CCOCC3)sc2c1,3%,-1%,-15%,-2%,0%,-14%,-23%,3,0.1
COc1ccc2oc(C(=O)OCC(=O)Nc3cccc(S(=O)(=O)N4CCOCC4)c3)c(C)c2c1,-2%,-2%,3%,8%,-5%,9%,24%,-14,0.4
CS(=O)(=O)N1CCN(C(=O)c2ccc(-c3ccccc3)cc2)CC1,7%,1%,9%,-6%,1%,-5%,-1%,-6,-0.2
COc1ccc(C(C#N)=Cc2ccc(N(C)CCC#N)cc2)cc1,-28%,5%,?,-1%,-17%,11%,40%,2,-3.4
CCCN(CC(=O)Nc1ccc(C(C)=O)cc1)CC(=O)Nc1ccccc1C,-32%[57.1 µM],-13%,-6%,-9%,-6%,5%,16%,0,5.9
CC1CC(C)CN(S(=O)(=O)c2cccc3nonc23)C1 (stereo not given),-1%,-19%,14%,-4%,8%,1%,-14%,1,-4.0
Cc1cc(C)n(-c2nc(N(C)C)nc(N(C)C)n2)n1,-1%,-9%,5%,1%&0%,-5%,6%,24%,·,-2.0
CC(C)(C)c1ccc(C(=O)NCCC(=O)NCc2ccco2)cc1,1%,-2%,7%,2%,-3%,-9%,9%,·,1.1
COc1ccc(S(=O)(=O)n2nc(OC(=O)c3cccs3)cc2NC(=O)c2cccs2)cc1,5%,-3%,5%,13%,-2%,-8%,8%,3,-0.2
COc1ccc(N2C(=O)CC(N(CCc3ccccc3)C(=O)c3ccccc3)C2=O)cc1 (stereo not given),-10%,-12%,3%,2%,4%,13%,5%,7,-0.7
O=C(O)C(c1ccccc1)N1C(=O)/C(=C/c2cccs2)SC1=S (stereo not given),-29%,?,-9%,1%,-18%,-2%,16%,-12,-1.0
CCn1c(SCC(=O)Nc2oc(-c3ccccc3)c(-c3ccccc3)c2C#N)nnc1-c1ccco1,-31%[57.1 µM],-20%,16%,3%,-8%,10%,35%,-24,0.3
O=C(CN1CCCCCC1)NCc1ccccc1,4%,8%,-26%,-2%,7%,3%,-3%,-1,-0.7
C#CCOCCOCCOCCNc1nc(N2CCN(C(=O)[C@H]([C@@H](C)CC)n3cc([C@@H](N)CO)nn3)CC2)nc(N2CCN(C(=O)[C@H]([C@@H](C)CC)n3cc([C@@H](N)CC(C)C)nn3)CC2)n1,0%,-12%,-10%,-1%,4%,-8%,24%,0,0.6
O=c1cnn(-c2ccccc2)c(-c2ccccc2)c1,-9%,-6%,-20%,4%,-13%,3%,-9%,·,-0.4
O=C(Nc1ccccc1NC(=O)c1csnn1)c1csnn1,-3%,3%,0%,0%,1%,15%,-29%,2,-1.5
Cc1ccc(CNC(=O)N2CCN(c3ccc(C)cc3)CC2)cc1,-10%,-26%,15%,2%,-9%,-8%,0%,-1,1.0
CCCn1c(N)c(C(=O)CSc2nc(C)cs2)c(=O)[nH]c1=O,0%,-4%,-5%,5%,4%,-1%,19%,1,0.1
O=C(CN1C(=O)NC2(CCCc3ccccc32)C1=O)NCCc1ccc(F)cc1 (stereo not given),9%,-2%,-2%,-2%,-11%,-2%,11%,-5,0.1
Oc1ccc(C=NC2CCCCC2)c(O)c1,-18%,-28%,-5%,-18%,-6%,2%,0%,-20,-0.3
COc1ccc(-c2nc(C#N)c(NCc3ccccc3Cl)o2)cc1OC,-14%,0%,-2%,-1%,8%,-9%,29%,·,-2.8
CC(C)N(CCNC(=O)c1ccc(OCC2CCCO2)cc1)C(C)C (stereo not given),-2%,-7%,?,1%,3%,1%,29%,6,-0.5
CS(=O)(=O)N(CC(=O)Nc1cccc([N+](=O)[O-])c1)c1ccccc1F,-7%,-4%,1%,-1%,-14%,5%,-34%,0,-0.6
Cc1ccc(-n2[nH]c(C)c(C=Nc3ccc(S(=O)(=O)Nc4nc(C)cc(C)n4)cc3)c2=O)c(C)c1,-4%,-2%,-9%,-1%,6%,5%,44%,2,1.8
Cc1ccccc1CNC(=O)c1ccccc1N(C)S(=O)(=O)c1ccccc1,-1%,-8%,0%,-8%,-7%,-2%,7%,9,-0.9
Cc1ccc(NC(=S)N2CCN(S(C)(=O)=O)CC2)cc1,3%,-13%,8%,-13%,-19%,6%,-4%,-5,-3.0
CCOc1ccc(Cl)cc1-c1cc(C(=O)Nc2ccc(OC)cc2OC)[nH]n1,-5%,5%,13%,-3%,-7%,-11%,-6%,6,1.5
Cc1ccc(S(=O)(=O)c2c(C)cc(C)nc2N2CCCCC2)cc1,-2%,-8%,-5%,-4%,-3%,-2%,13%,11,-3.9
Cc1cccc(NC(=S)N(Cc2ccco2)C(C)c2cccs2)c1 (stereo not given),-3%,-12%,?,-1%,1%,18%,11%,6,-3.3
CC(C)CN(C(=O)COC(=O)CCN1C(=O)c2ccccc2C1=O)C1CCS(=O)(=O)C1 (stereo not given),9%,0%,14%,1%,10%,-2%,19%,·,0.8
Cc1cc2c(cc1S(=O)(=O)NCc1ccccc1)OCC(=O)N2,6%,-2%,3%&-16%,-7%,16%,-3%,-10%&9%,-3,-2.5
COc1ccc(CN(C)C(=O)CSc2nnc(C3CC3)n2C2CC2)cc1,-5%,-4%,-6%,-6%,-18%,2%,2%,3,0.6
COc1ccc(-c2noc(CCC(=O)N3CCC(c4cc(C)ccc4C)CC3)n2)cc1,-2%,-5%,3%,-7%,-19%,6%,12%,17,0.9
Cc1cn2c(=O)c(C(=O)NCc3ccc4c(c3)OCO4)cnc2s1,-3%,0%,-12%,-4%,9%,-4%,0%,0,-0.8
NC(c1csc(Nc2nncc3ccccc23)n1)C1CCCCC1 (stereo not given),-5%,3%,-10%,-36%[inhibitor],0%,0%,1%,1,-0.8
Cc1c(C)c2c(OCC(=O)NC3CC3)cc3c(c2oc1=O)CCC(C)(C)O3,-2%,-11%,-23%,1%,?,-25%,11%,0,-0.6
Nc1ncc(-c2nnnn2-c2ccc(Cl)cc2)c(-c2ccc(Cl)cc2)n1,-10%,-6%,19%,12%,?,1%,32%,3,-0.5
COC(=O)c1c(NC(=O)CC2SCC(C(=O)OC)NC2=O)sc2c1CCCC2 (stereo not given),-3%,-9%,-21%,-1%,7%,6%,45%,·,-2.2
CC1(c2cccc3ccccc23)NC(=O)N(CC(=O)NC2CCS(=O)(=O)C2)C1=O (stereo not given),13%,-19%,7%,-10%,-1%,8%,·,-3,-0.6
CCC1NC(=O)c2ccccc2N1c1cccc(Cl)c1 (stereo not given),14%,-4%,-25%,2%,11%,-10%,1%,3,-0.4

# Part of the list above, bar-delimited:
structure | WRN helicase inh | PLK1 PBD block | Abeta rescue | aSyn yeast inh | EPAC1 antag | EPAC1 ag | FUS suppressor | PI5P4K alpha inh | IL2 activator
COc1ccc(CN(C)C(=O)CSc2nnc(C3CC3)n2C2CC2)cc1 | -5% | -4% | -6% | -6% | -18% | 2% | 2% | 3 | 0.6
COc1ccc(-c2noc(CCC(=O)N3CCC(c4cc(C)ccc4C)CC3)n2)cc1 | -2% | -5% | 3% | -7% | -19% | 6% | 12% | 17 | 0.9
Cc1cn2c(=O)c(C(=O)NCc3ccc4c(c3)OCO4)cnc2s1 | -3% | 0% | -12% | -4% | 9% | -4% | 0% | 0 | -0.8
NC(c1csc(Nc2nncc3ccccc23)n1)C1CCCCC1 (stereo not given) | -5% | 3% | -10% | -36%[inhibitor] | 0% | 0% | 1% | 1 | -0.8
Cc1c(C)c2c(OCC(=O)NC3CC3)cc3c(c2oc1=O)CCC(C)(C)O3 | -2% | -11% | -23% | 1% | ? | -25% | 11% | 0 | -0.6

# (further entries)
SMILES,WRN helicase inh,PLK1 PBD block,Abeta rescue,aSyn yeast inh,EPAC1 antag,EPAC1 ag,FUS suppressor,PI5P4K alpha inh,IL2 activator
Fc1ccc(C2CCNCC2COc2ccc3c(c2)OCO3)cc1 (stereo not given),2%[57.1 µM],-23%,-2%,-1%,1%,12%,-7%,1,-1.0
CC(C)[C@H](CO)N(Cc1cccc(F)c1)c1nc(Nc2cccc(Cl)c2)c2ncn(C(C)C)c2n1,-8%,-27%,11%,13%,-28%,7%,?,4,1.0
O=C1NC[C@H](CCCCN2CCN(CCc3ccccc3)C(=O)C2=O)N(Cc2ccccc2)C1=O,-9%,-2%,-7%,-2%,-1%,2%,7%,2,0.4
C=CCNC(=O)C1CCN(C(=O)c2ccc(-c3ccccc3)cc2)CC1,0%,1%,-5%,0%,8%,-6%,15%,2,-1.6
C=C(C)C1CC=C(C)C(=NNC(=O)c2ccncc2)C1 (stereo not given),-2%,0%,-2%,3%,4%,12%,-8%,-5,-0.1
O=C(COc1ccc([N+](=O)[O-])cc1Cl)NCC1CCCO1 (stereo not given),9%,-8%,-6%,-3%,-14%,-3%,-28%,-10,1.4
CCCCCC(C)NC(=O)c1cc(S(=O)(=O)N2CCCCC2)ccc1N1CCOCC1 (stereo not given),-6%,0%,9%,3%,-19%,0%,35%,17,1.3
CCOC(=O)N1CCN(C(=O)CN2C(=O)CC(C)(C)S(=O)(=O)c3ccccc32)CC1,-2%,0%,1%,2%,6%,-3%,13%,·,-1.3
CN(C)CCNS(=O)(=O)c1ccc(Cl)cc1,12%,?,-1%,-5%,6%,-3%,2%,-3,-0.4
CC1CCCCN1CC(=O)Nc1sc2c(c1C#N)CCC2 (stereo not given),-11%[57.1 µM],-7%,8%,-11%,1%,-5%,?,-17,-1.1
